MsrA act: bovine methionine sulfoxide reductase A activation; 0.3% of 360,000 active; purified bovine MsrA, absorbance read-out; activation, % at 10.6 µM; AID 602163; in the data active = activation above about 7.5%;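 note: 0% = vehicle and 100% = reference activator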
MT1-MMP act inh: blocks activation of human MT1-MMP; GFP/RFP ratio change, % at 20 µM; 0.061% of 360,000 active; HT1080 RFP-PRO-GFP cells, GFP/RFP ratio fluorescence, overnight; percent of plate control window, DMSO zero; P50281;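 active = GFP/RFP ratio change of at least 30% with cell ATP level not reduced by more than half and red fluorescence within 50% of control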; note: strong numbers were not always called active
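Compound: 20 µM single dose, 1% DMSO / System: HT1080 RFP-PRO-GFP cells / Controls: DMSO and RFP-L50D-GFP cell wells / Read-out basis: GFP/RFP fluorescence ratio / Schedule: overnight compound exposure at 37 °C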
FAS TE block: blocks the thioesterase domain of human fatty acid synthase; inhibition, % at 15 µM; P49327; recombinant FAS-TE, OMFH fluorogenic substrate, fluorescence endpoint; 0.67% of 360,000 active; AID 602261;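 active = compounds whose normalised, plate-corrected inhibition of enzyme fluorescence in the single-dose primary screen is 50% or more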;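 note: 0% = DMSO with enzyme and 100% = substrate without enzyme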
SKN-1 inh: blocks SKN-1 activity in C. elegans; C. elegans VP596 Pgst-4::GFP/RFP ratio, acrylamide-induced, 24 h; inhibition, % at 21.8 µM; 0.49% of 360,000 active; AID 624304;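 active = interference check ratio from 0.5 to 1.5 plus GFP to RFP signal ratio inhibition reaching or exceeding a fixed threshold, cut at about 30% in these data, passing the limit was not always enough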; note: some compounds called inactive have numbers as strong as hits
CendR NRP1 mod: alters CendR peptide binding to human NRP-1 | O14786 | inhibition, % at 25 µM | 0.85% of 360,000 active | FAM-RPARPAR peptide binding to NRP-1, fluorescence polarization;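 active = inhibition or corrected inhibition above about 18%, plus a signal ratio from 0.5 to 1.5, limit read from the data, passing the limit was not always enough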; note: strong numbers were not always called active
eLon inh: inhibits E. coli Lon protease. P0A9M0. purified E. coli Lon protease, fluorescence polarization. inhibition, % at 7.94 µM. 0.42% of 360,000 active. AID 602123; in the data active = inhibition above about 13%, passing the limit was not always enough;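 note: 0% = enzyme with probe and DMSO and 100% = no enzyme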
PABP1 MLLE inh: inhibitors of microRNA-mediated deadenylation, human PABP1 MLLE binding; AID 588489; inhibition, % at 20 µM; 0.36% of 360,000 active; GST-MLLE / FITC-PAM2 fluorescence polarization; in the data active = inhibition above about 35%, passing the limit was not always enough;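 note: plate controls were DMSO wells with GST-MLLE for no effect and wells lacking GST-MLLE protein for full effect; some results filed as inactive read as strong as hits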
Neddylation inh: blocks human cullin neddylation; AID 651699; 0.58% of 360,000 active; TR-FRET cullin neddylation, biochemical; P61081+Q13564; calls only at 25 µM; in the data active = inhibition above about 36%
Rin1-Abl PPI inh: human Rin1-Abl interaction inhibition. 0.4% of 360,000 active. TR-FRET Rin1/Abl binding, biochemical. inhibition, % at 7.35 µM. AID 588664; in the data active = inhibition above about 5%, passing the limit was not always enough
Target sequence (P00519 whole entry, looked up): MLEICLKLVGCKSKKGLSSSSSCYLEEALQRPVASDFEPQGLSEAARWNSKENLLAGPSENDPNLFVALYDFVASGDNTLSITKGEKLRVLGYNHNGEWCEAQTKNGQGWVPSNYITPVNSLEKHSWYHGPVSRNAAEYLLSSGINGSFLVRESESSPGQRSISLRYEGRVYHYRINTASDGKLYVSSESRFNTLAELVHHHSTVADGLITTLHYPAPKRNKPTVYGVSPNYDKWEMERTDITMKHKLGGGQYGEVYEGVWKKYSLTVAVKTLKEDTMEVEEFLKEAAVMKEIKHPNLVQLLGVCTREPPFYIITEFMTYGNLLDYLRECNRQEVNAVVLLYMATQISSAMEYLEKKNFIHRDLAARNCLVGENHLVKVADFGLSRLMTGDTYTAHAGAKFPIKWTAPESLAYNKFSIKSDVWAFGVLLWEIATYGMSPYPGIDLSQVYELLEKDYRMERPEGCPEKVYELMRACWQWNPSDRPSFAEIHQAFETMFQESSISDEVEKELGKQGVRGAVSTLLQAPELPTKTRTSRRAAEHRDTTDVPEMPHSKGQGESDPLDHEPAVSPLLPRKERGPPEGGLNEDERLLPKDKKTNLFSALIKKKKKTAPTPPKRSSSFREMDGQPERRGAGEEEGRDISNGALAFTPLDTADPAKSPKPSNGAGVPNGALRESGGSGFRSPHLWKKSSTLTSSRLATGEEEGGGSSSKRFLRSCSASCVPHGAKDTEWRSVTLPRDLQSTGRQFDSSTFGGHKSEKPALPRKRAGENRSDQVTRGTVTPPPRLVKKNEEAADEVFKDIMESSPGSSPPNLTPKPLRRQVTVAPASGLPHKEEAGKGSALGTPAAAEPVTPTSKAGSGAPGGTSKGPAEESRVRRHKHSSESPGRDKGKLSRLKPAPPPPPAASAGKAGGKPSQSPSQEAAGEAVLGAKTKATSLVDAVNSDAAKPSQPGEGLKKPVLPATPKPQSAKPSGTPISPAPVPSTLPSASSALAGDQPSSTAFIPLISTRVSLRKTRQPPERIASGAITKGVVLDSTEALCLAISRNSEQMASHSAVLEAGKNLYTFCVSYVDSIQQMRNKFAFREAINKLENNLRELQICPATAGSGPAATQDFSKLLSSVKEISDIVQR
Target sequence (Q13671 whole entry, looked up): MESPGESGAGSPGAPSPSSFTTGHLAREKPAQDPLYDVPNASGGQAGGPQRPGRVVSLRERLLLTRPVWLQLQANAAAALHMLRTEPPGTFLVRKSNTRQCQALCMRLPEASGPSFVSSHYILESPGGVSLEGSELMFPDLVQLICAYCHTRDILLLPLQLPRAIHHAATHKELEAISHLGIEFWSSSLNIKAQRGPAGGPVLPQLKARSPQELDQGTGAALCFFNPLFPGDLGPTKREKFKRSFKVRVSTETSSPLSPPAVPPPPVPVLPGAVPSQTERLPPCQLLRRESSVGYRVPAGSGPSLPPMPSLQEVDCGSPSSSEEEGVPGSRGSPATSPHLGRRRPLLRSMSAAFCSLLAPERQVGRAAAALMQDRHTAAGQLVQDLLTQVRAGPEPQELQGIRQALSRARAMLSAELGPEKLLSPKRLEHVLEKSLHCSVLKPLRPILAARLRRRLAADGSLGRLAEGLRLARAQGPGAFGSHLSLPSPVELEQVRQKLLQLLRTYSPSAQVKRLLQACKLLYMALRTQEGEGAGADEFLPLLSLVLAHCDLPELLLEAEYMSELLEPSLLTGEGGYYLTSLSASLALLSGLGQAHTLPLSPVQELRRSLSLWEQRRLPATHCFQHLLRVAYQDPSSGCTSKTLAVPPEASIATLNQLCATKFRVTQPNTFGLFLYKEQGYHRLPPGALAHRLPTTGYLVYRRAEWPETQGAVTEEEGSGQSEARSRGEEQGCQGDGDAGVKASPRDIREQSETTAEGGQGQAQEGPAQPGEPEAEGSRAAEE
* = called active by the depositor; i = inactive; . = no result given.

1	Cc1ccc(N=Nc2c(C)[nH][nH]c2=O)c(C)c1
2	CN1CCCN(C(=O)Cc2c(Cl)cccc2Cl)c2nc3ccccc3nc21
3	CN1CCN(Cc2nc3c(c(=O)n(C)c(=O)n3C)n2Cc2cccc3ccccc23)CC1
4	CCOc1[nH]n(-c2ccccc2)c(=O)c1C=Nc1ccccc1
5	CCOC(=O)c1c(C)[nH]c(C(=O)OCc2c(C)noc2C)c1C
6	Cc1cc(C)cc(N(CC(=O)Nc2ccccc2)C2=NC3CS(=O)(=O)CC3S2)c1 (configuration not stated)
7	COc1cc(C(=O)NCCc2ccccc2)ccc1OCC(=O)N1CCOCC1
8	Cc1ccccc1NC(=O)C1CCN(c2cnccn2)CC1
screen / no.	1	2	3	4	5	6	7	8
MsrA act	1	-6	-1	-3	-4	-11	-3	-3
MT1-MMP act inh	15	-12	-29	-1	-3	-7	-1	1
FAS TE block	1	16	17	16	1	0	-7	-6
SKN-1 inh	2	-1	14	10	3	-1	7	1
CendR NRP1 mod	-8	1	1	9	-3	-1	2	6
eLon inh	3	-11	4	1	7	3	7	1
PABP1 MLLE inh	-13	0	-5	5	3	17	-1	-2
Neddylation inh	i	i	i	i	i	i	i	i
Rin1-Abl PPI inh	-4	1	0	-5	-2	5	1	-3

Results in Rin1-Abl PPI inh and MsrA act (3 entries from above):
| cpd | smiles | Rin1-Abl PPI inh | MsrA act |
| --- | --- | --- | --- |
| 6 | Cc1cc(C)cc(N(CC(=O)Nc2ccccc2)C2=NC3CS(=O)(=O)CC3S2)c1 (configuration not stated) | 5 | -11 |
| 7 | COc1cc(C(=O)NCCc2ccccc2)ccc1OCC(=O)N1CCOCC1 | 1 | -3 |
| 8 | Cc1ccccc1NC(=O)C1CCN(c2cnccn2)CC1 | -3 | -3 |

Going on with the list.
9	CNC(=O)C1=C(C)Nc2nc3ccccc3n2C1c1cccc(OC)c1 (configuration not stated)
10	CC(NC(=O)CCSCc1ccccc1F)c1ccccc1 (configuration not stated)
11	O=C(c1ccc2ccccc2c1)N1CCOCC1
12	O=S(=O)(Nc1cccc(-c2ccc(N3CCCCCC3)nn2)c1)c1ccc(F)cc1
13	COc1ccc(-n2cnnc2SCC(=O)Nc2cccnc2Cl)cc1
14	COc1ccc(NC(=O)CCCC(=O)c2ccccc2)cc1
15	COc1ccc(NC(=O)CCC(=O)NCCO)cc1
16	O=C(NCc1ccccc1F)c1cccc(S(=O)(=O)NCc2ccccc2)c1
screen / no.	9	10	11	12	13	14	15	16
MsrA act	0	-1	-3	0	-3	-1	-1	0
MT1-MMP act inh	2	0	3	7	-2	2	7	-1
FAS TE block	-1	1	-8	62*	-4	0	-1	2
SKN-1 inh	-6	6	6	6	4	9	0	13
CendR NRP1 mod	-15	10	-4	2	1	11	-8	14
eLon inh	-5	5	0	0	3	11	0	-2
PABP1 MLLE inh	9	-1	10	-6	13	17	2	-4
Neddylation inh	i	i	i	i	i	i	i	i
Rin1-Abl PPI inh	-1	1	-3	3	0	0	3	3

4 entries out of the list above, arranged by their value in SKN-1 inh, high to low.
item	compound	SKN-1 inh
11	O=C(c1ccc2ccccc2c1)N1CCOCC1	6
13	COc1ccc(-n2cnnc2SCC(=O)Nc2cccnc2Cl)cc1	4
15	COc1ccc(NC(=O)CCC(=O)NCCO)cc1	0
9	CNC(=O)C1=C(C)Nc2nc3ccccc3n2C1c1cccc(OC)c1 (configuration not stated)	-6

Further results:
17	CCOc1ccc(S(=O)(=O)NCCC(=O)NCCc2ccc(OCC)c(OCC)c2)cc1
18	CCCCON1C(=O)c2cccc3cccc(c23)C1=O
19	Cc1ccc(N(C(=O)c2csnn2)C(C(=O)NC2CCCC2)c2ccccn2)cc1 (configuration not stated)
20	C/C(=N\NC(=O)c1c(C)nc2ccccn12)c1ccc(C(C)(C)C)cc1
21	Cc1ccc(NC(=O)CN2C(=O)CSc3ccc(S(=O)(=O)N4CCCCC4)cc32)cc1
22	COc1ccc(OC)c(CN2CCC(CO)(CCOc3ccccc3)CC2)c1
23	CCn1c(Cc2ccc(OC)cc2)nc2ccccc21
24	CCOC(=O)c1c(C)[nH]c2cc(Br)c(OC)cc12
screen / no.	17	18	19	20	21	22	23	24
MsrA act	-3	0	5	-1	-1	-7	-9	-3
MT1-MMP act inh	2	-3	-2	10	-1	2	3	-1
FAS TE block	-5	5	-2	14	56*	-5	-5	5
SKN-1 inh	-2	9	5	11	11	12	-3	15
CendR NRP1 mod	7	-3	4	9	0	-3	1	14
eLon inh	-7	-6	1	1	-7	4	3	1
PABP1 MLLE inh	3	1	3	-12	7	1	-1	9
Neddylation inh	i	i	i	i	i	i	i	i
Rin1-Abl PPI inh	1	-4	2	-1	7	3	-3	2

25	CN(C)c1nc2n(c(=O)n1)C(C#N)CS2 (configuration not stated)
26	Brc1ccc(-c2nnc3n2CCCCC3)cc1
27	CCn1ccc(C(=O)N2CCN(c3ncccn3)CC2)n1
28	O=C(NCCc1cccc(Cl)c1)c1ccc(OC2CCN(Cc3ccccn3)CC2)cc1
29	CCN(CC)c1ccc(NC(=O)CCCCCN2C(=O)c3ccccc3C2=O)cc1
30	COc1ccc(NC(=O)CS(=O)(=O)Cc2ccccc2)c([N+](=O)[O-])c1
31	COc1ccccc1C1=NOC(Cn2c(NCC3CCCO3)nc3c2c(=O)n(C)c(=O)n3C)C1 (configuration not stated)
32	O=C(O)C1=C[C@@H](c2ccccc2)C[C@@H](OCCCCO)O1
screen / no.	25	26	27	28	29	30	31	32
MsrA act	-12	-3	2	-5	0	-8	-3	-9
MT1-MMP act inh	1	0	1	-2	-2	0	-1	-5
FAS TE block	-6	-4	1	-6	9	-5	-2	-11
SKN-1 inh	-14	0	3	5	15	17	5	-8
CendR NRP1 mod	-3	2	7	-2	19	9	-10	-15
eLon inh	-14	-5	-13	5	2	-7	-9	-6
PABP1 MLLE inh	40*	-10	0	8	-6	-2	-8	8
Neddylation inh	i	i	i	i	i	i	i	i
Rin1-Abl PPI inh	2	-1	7.3*	0	-3	1	0	-1

33	N=c1c2c3c(sc2ncn1Nc1ccccc1)CCC3
34	CC1CC(C)CN(C(=O)COC(=O)c2cccc(S(=O)(=O)N(C)c3ccccc3)c2)C1 (configuration not stated)
35	CC(=O)Nc1ccc(S(=O)(=O)NCCC(=O)Nc2ccc(C)cn2)cc1
36	Cc1ccc2nc(SCc3nc4cc(Cl)ccc4c(=O)[nH]3)[nH]c2c1
37	COc1ccccc1CNC(=O)CSc1nc(-c2ccccc2)cn1N
38	Cc1ccc(NC(=O)CSc2ccc(C(N)=O)cc2[N+](=O)[O-])cc1C
39	Cc1cccc(OC(C)C(=O)NCc2ccc(S(N)(=O)=O)cc2)c1 (configuration not stated)
40	CCOc1cccc(-c2nn3c(-c4ccccn4)nnc3s2)c1
screen / no.	33	34	35	36	37	38	39	40
MsrA act	-3	-3	-2	-5	-3	-2	-5	-7
MT1-MMP act inh	2	5	-1	-1	2	1	-1	1
FAS TE block	-4	20	-5	-1	-2	-10	-5	-6
SKN-1 inh	-8	0	-13	-3	-22	9	0	6
CendR NRP1 mod	3	-1	-5	-21	-4	11	4	8
eLon inh	6	14	3	-4	-7	-7	-17	5
PABP1 MLLE inh	0	-6	-4	-25	32	-12	-8	-5
Neddylation inh	i	i	i	i	i	i	i	i
Rin1-Abl PPI inh	-5	6	0	0	3	-1	-2	-2

41	CCCCOc1cccc(C(=O)Nc2ccccc2N2CCCC2)c1
42	COC(=O)c1sccc1S(=O)(=O)NCc1ccc(S(N)(=O)=O)cc1
43	Cc1ccc(S(=O)(=O)n2ccnc2)cc1C
44	O=C(OCCN1CCOCC1)c1ccc2c(c1)OCCO2
45	Nc1cccc2c1C(=O)c1ccc(Cl)cc1C2=O
46	O=C(C1=C(O)C(=O)N(Cc2ccco2)C1c1cccc([N+](=O)[O-])c1)c1ccco1 (configuration not stated)
47	CC(=O)c1ccc(N(CC(=O)NC2CCCCC2)C(=O)CNC(=O)c2ccco2)cc1
48	COC(=O)c1ccccc1NC(=O)CN(Cc1ccc(Cl)cc1)S(C)(=O)=O
screen / no.	41	42	43	44	45	46	47	48
MsrA act	-3	-1	-4	-13	-1	-8	-11	-3
MT1-MMP act inh	-3	2	2	2	11	1	1	2
FAS TE block	13	-4	-5	-9	0	-2	2	10
SKN-1 inh	11	-16	-7	-41	46*	8	-12	6
CendR NRP1 mod	12	5	10	0	-49	-4	1	6
eLon inh	-7	-4	-5	-6	-14	-6	7	-5
PABP1 MLLE inh	7	14	12	6	-28	8	-2	8
Neddylation inh	i	i	i	i	i	i	i	i
Rin1-Abl PPI inh	5	3	-2	-1	-7	-2	4	-4

49	Cn1c(SCC(=O)NC2CCCCC2)nnc1-c1ccc(N)cc1
50	COc1cc(C(=O)Oc2cccc(C=O)c2)cc(OC)c1OC
51	Cc1ccccc1-c1cc(C(=O)NCc2ccc(OC(F)(F)F)cc2)n(CC2CC(c3cccnc3)=NO2)n1 (configuration not stated)
52	Cc1ccc(C)c(S(=O)(=O)N(C)c2ccc(OC(=O)C3CCN(C(=O)c4ccc(F)cc4)CC3)cc2)c1
53	Cc1cc(C)c(NC(=O)CSc2nc3ccc(N4C(=O)c5ccccc5C4=O)cc3s2)c(C)c1
54	CC1(C)Cc2cccc(OCC(=O)Nc3cc(C(F)(F)F)ccc3N3CCOCC3)c2O1
55	O=C(CSc1ccccc1C(=O)O)c1ccc(Cl)cc1
56	CCCn1c(N)c(N(CCOC)C(=O)CSCC(=O)Nc2ccc(OC)cc2)c(=O)[nH]c1=O
57	CC(C)Oc1cccc(C(=O)C2CCCN(C(=O)c3cc(C4CC4)[nH]n3)C2)c1 (configuration not stated)
screen / no.	49	50	51	52	53	54	55	56	57
MsrA act	-4	2	-11	-5	-3	-4	-5	-5	-2
MT1-MMP act inh	6	8	.	2	3	-1	1	-2	0
FAS TE block	-4	5	19	31	-8	6	2	-10	-4
SKN-1 inh	2	0	-6	-12	-11	-8	-8	-4	-2
CendR NRP1 mod	-6	3	4	7	-9	-10	3	-2	0
eLon inh	-1	-2	4	8	-1	-16	6	-3	-9
PABP1 MLLE inh	-3	-19	3	4	9	-3	9	-4	3
Neddylation inh	i	i	i	i	i	i	i	i	i
Rin1-Abl PPI inh	1	2	2	2	1	3	1	-2	-1

Source: PubChem BioAssay
